ELG1 repair inh: inhibitors of ELG1-dependent DNA repair in HEK293T cells; HEK293T ELG1-luciferase reporter, luminescence, 16 h; DNA damage induced by 5-fluorouridine; Potency, µM (series often up to 46.1 µM), inactives show at the highest dose activity change, negative = inhibition, actives largely listed as inhibitors; hit rate 2.3% among 330,000; AID 504467; note: potency is the fitted concentration of half-maximal effect; % is set by controls: 0 for no effect and ±100 for the full control effect; nearly all actives have a fitted effect of over 55% in size
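Cells (2,000 per well) received 5-fluorouridine plus test compound or DMSO and were incubated 16 hr at 37 °C, 5% CO2. Luciferase activity was read by luminescence 30 min after ONE-Glo addition; signal suppression marked inhibition of damage-induced ELG1 function.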
BRCA1 expr up: activators of BRCA1 expression; MCF7-BRCA1-FFLuc reporter, luminescence, 48 h; response scale: scaled: vehicle 0%, 10 µM genistein 100%; hit rate 1.1% among 380,000; Potency, µM (titrated, usually from 46.1 µM), for the others: at the highest dose activation, hits mostly activators; note: potency is the fitted concentration of half-maximal effect; nearly all actives have a fitted effect of over 80% in size; some results filed as inactive show a strong effect at the top dose
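48 h compound treatment of MCF7-BRCA1-FFLuc cells (phenol-red free MEM, 37 °C), then 15 min with luciferase substrate and luminescence imaging.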
TRPV1 ag: agonists of human vanilloid receptor 1 (TRPV1) | Q8NER1 | hit rate 0.19% among 320,000 | AID 540275 | TRPV1-expressing cells, Fluo-8 calcium influx, agonist mode | activation, % at 8.33 µM; in the data active = activation above about 80%; inconclusive = between about 30% and that limit; note: 0% is about no effect
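TRPV1-expressing cells were cultured overnight at 35.5C and loaded with Fluo-8 calcium dye for 40 to 90 min at room temperature. After a 10 s baseline, compound was added and calcium influx was read kinetically for 3 min (ex 480/em 520 nm).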
A-T KAP1 phos: candidate therapy for ataxia-telangiectasia; […] A-T fibroblasts, KAP-1 phosphorylation AlphaLISA; neocarzinostatin DNA damage 30 min before lysis; Potency, µM (top dose mostly 57.5 µM), for inactives: at the top dose activation, actives largely listed as activators; hit rate 0.19% among 320,000; AID 485349; note: potency is the fitted concentration of half-maximal effect; % of control where 0% means no effect; nearly all actives have a fitted effect of over 45% in size
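ATM-like activity read as KAP-1 phosphorylation via AlphaLISA donor/acceptor antibody pairs after lysis and 6 hr at 25C. Cells were ATM-null patient fibroblasts ([…], hTERT), dosed 60 min, then exposed to the DSB inducer NCS for 30 min.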
TSG101-PTAP inh: blocks PTAP/TSG101 interaction to inhibit HIV-1 budding. Fluorescence polarization, FITC-PTAP peptide / Tsg101 binding. 340,000 tested, under 10 active. Potency, µM (highest dose often 115 µM), without a hit: at the highest dose activity change, negative = inhibition, actives largely listed as inhibitors; active = well fitted inhibition curve with a large enough effect in the main read-out, with a control signal flat, not every such curve was filed as active; inconclusive = small, poorly fitted or top-dose-only effect, or effect the other way, or a change in a side signal; inactive = no such curve, though single readings can be large or run the other way; note: potency is the fitted concentration of half-maximal effect; % of control where 0% means no effect
Target sequence (Q99816 whole entry, looked up): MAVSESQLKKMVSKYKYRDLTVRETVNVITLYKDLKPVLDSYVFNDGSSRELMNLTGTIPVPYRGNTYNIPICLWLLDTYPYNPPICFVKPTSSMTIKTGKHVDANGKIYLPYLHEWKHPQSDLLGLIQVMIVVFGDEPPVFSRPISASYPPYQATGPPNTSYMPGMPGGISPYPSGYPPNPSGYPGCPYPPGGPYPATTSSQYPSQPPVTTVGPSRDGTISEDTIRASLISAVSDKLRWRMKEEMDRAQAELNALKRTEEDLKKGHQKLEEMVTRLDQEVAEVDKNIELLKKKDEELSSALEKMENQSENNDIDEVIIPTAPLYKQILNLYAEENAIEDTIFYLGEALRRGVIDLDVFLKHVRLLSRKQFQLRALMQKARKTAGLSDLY
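Fluorescence anisotropy tracks displacement of a FITC-tagged PTAP peptide (50 nM) from the Tsg101 binding domain (10 uM), following a 20 min room-temperature incubation at pH 7.5.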
TCR activator: activates T cell receptor signaling | primary human leukocytes, anti-CD3, IL-2 HTRF, 48 h | Potency, µM (highest dose often 9.22 µM), without a hit: at the top dose activation of IL-2 secretion, hits mostly activators | 330,000 tested, under 10 active | AID 504894; note: % of control where 0% means no effect
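48 hr co-incubation of compounds, a-CD3 beads and primary human leukocytes; IL-2 quantified homogeneously by HTRF with anti-IL-2 K and d2 conjugates.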
CXXC DNA block: blocks binding of human MLL CXXC domain to DNA; Q03164; MLL-CXXC / FITC-HOXA9 DNA fluorescence polarization; Potency, µM (top dose mostly 115 µM), for the others: at the top dose activity change, negative = inhibition, hits mostly inhibitors; hit rate 0.037% among 290,000; AID 2662; active = well fitted inhibition curve with a large enough effect in the polarisation, with a control signal flat, not every such curve was filed as active; inconclusive = small, poorly fitted or top-dose-only effect, or effect the other way, or a change in a side signal; inactive = no such curve, though single readings can be large or run the other way; the % refers to the polarisation; note: potency is the fitted concentration of half-maximal effect
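Purified MLL-CXXC (added from a 7 uM solution) was preincubated 5 min at ambient with pinned compounds in 50 mM Tris-HCl pH 7.5, 50 mM NaCl, 1 mM DTT, 0.05% BSA. Fluorescein-labeled HOX-A9 DNA (50 nM solution) followed, 30 min, then polarization read.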
B2AR arrestin: agonists driving beta-arrestin recruitment to human beta2-adrenergic receptor | P07550 | beta-arrestin recruitment to beta2AR, cell-based reporter | Potency, µM (titrated, usually from 46.1 µM), without a hit: at the highest dose activation, usual class: activators | hit rate 0.02% among 330,000 | AID 492947;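 note: potency is the fitted concentration of half-maximal effect; 0% = DMSO controls and full agonism = EC100 isoproterenol or metaproterenol; nearly all actives have a fitted effect of over 65% in size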
Target sequence (P07550 whole entry, looked up): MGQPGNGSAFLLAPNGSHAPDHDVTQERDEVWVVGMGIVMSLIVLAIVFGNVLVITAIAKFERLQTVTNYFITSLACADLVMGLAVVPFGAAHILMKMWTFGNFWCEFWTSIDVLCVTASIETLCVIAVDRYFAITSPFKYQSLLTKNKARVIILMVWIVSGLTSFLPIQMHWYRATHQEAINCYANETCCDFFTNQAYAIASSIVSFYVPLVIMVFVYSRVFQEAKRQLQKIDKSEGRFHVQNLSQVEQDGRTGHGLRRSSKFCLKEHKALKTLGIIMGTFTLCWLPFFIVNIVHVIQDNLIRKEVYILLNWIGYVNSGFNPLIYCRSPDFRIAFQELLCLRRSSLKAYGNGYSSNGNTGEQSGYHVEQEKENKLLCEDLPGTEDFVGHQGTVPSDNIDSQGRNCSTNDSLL
Integrin act MD: integrin-mediated muscular dystrophy alleviation activation; alpha7betagal myoblasts, beta-gal FDG fluorescence, 48 h; Potency, µM (series often up to 38.3 µM), for inactives: at the top dose activation, most hits filed as activators; hit rate 0.064% among 350,000;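 note: potency is the fitted concentration of half-maximal effect; 100% = response of the positive control SU9516; nearly all actives have a fitted effect of over 60% in size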
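Alpha7betagal+/- myoblasts (passage 13) were plated 16-24 hr, then exposed to compounds (1:260 dilution of DMSO stock) for 48 hours at 37C. After MPER lysis, β-galactosidase reporter activity was read as FDG fluorescence (ex 480/em 540) after 30 minutes.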
p53 reactivator: mutant p53 re-activation in reporter cells; hit rate 0.063% among 320,000; Potency, µM (top dose mostly 92.2 µM), for the others: top-dose activity change, positive = activation, most hits filed as activators; H1299 p53-A138V BP100-luciferase reporter, luminescence, 24 h; AID 504706; note: potency is the fitted concentration of half-maximal effect; % of control where 0% means no effect; nearly all actives have a fitted effect of over 45% in size
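p53-null H1299 cells stably carrying temperature-sensitive p53-A138V and a BP100-luciferase reporter were pinned with compounds (4-point, 1:5 series) and held 24 hrs at 37 deg C. Luminescence was read 10 min after detection reagent.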
An asterisk follows results filed as active; [ ] = dose if it differs, or a comment. Unless noted, calls come from the whole dose curve; as a rule, active = well fitted curve in the direction sought with a large enough effect; inconclusive = small, poorly fitted or top-dose-only effect, or another doubt; inactive = no such curve, though single readings can be large; an effect the other way counts as inactive or inconclusive.

For CN(C)S(=O)(=O)c1ccc(N2CCCC2)c(C(=O)NC(c2ccccc2)c2ccccc2)c1 the results were ELG1 repair inh -18.1%, BRCA1 expr up -45.4%, TRPV1 ag 4.3, A-T KAP1 phos 5.8%, TSG101-PTAP inh -7.9%, TCR activator -2.6%, CXXC DNA block 28.3%, B2AR arrestin 0.3%, Integrin act MD -15.2% and p53 reactivator -3.9%.
COc1cccc(C2CC(C(F)(F)F)n3ncc(C(=O)Nc4c(C)n(C)n(-c5ccccc5)c4=O)c3N2)c1 (stereo not given) was read as ELG1 repair inh -8.6%, BRCA1 expr up -1.9%, TRPV1 ag -1.9, TSG101-PTAP inh -3.2%, TCR activator 4.6%[46.1 µM], CXXC DNA block -8.4%, B2AR arrestin 0.0%, Integrin act MD 6.9% and p53 reactivator -1.7%.
Screening Cc1cc(Cl)c2oc(C(=O)NC3CCC(O)CC3)c(C)c2c1 (stereo not given) returned ELG1 repair inh inconclusive, BRCA1 expr up 50.9%, TRPV1 ag inconclusive, A-T KAP1 phos 14.3%, TSG101-PTAP inh -6.6%, TCR activator -2.5%, CXXC DNA block 0.2%, B2AR arrestin -0.7%, Integrin act MD 8.5% and p53 reactivator 3.1%.
O=C(CN(C(=O)CCC(=O)Nc1nccs1)c1cccc(C(F)(F)F)c1)NCC1CCCO1 (stereo not given) was read as ELG1 repair inh 2.1%, BRCA1 expr up 0.0%, TRPV1 ag -1.1, A-T KAP1 phos -0.4%, TSG101-PTAP inh -0.8%, TCR activator -4.4%, CXXC DNA block 6.5%, B2AR arrestin -0.2%, Integrin act MD -11.8% and p53 reactivator -6.7%.
Screening O=C(CN1C(=O)c2cccc3cccc1c23)N1CCN(c2ccccc2)CC1 returned ELG1 repair inh 28.3%, BRCA1 expr up -13.6%, TRPV1 ag -6.6, A-T KAP1 phos -1.9%, TSG101-PTAP inh 0.3%, TCR activator -6.7%, CXXC DNA block 2.3%, B2AR arrestin 0.0%, Integrin act MD -0.9% and p53 reactivator -7.1%.
For COc1ccc(-c2ccc([C@H]3[C@@H]4C=CCC[C@@]4(C)C(=O)N3Cc3ccccc3)c(F)c2)cc1 the results were ELG1 repair inh inconclusive, BRCA1 expr up -21.9%, TRPV1 ag -1.7, A-T KAP1 phos 3.2%, TSG101-PTAP inh -3.3%, TCR activator -4.7%, CXXC DNA block 1.5%, B2AR arrestin -0.5%, Integrin act MD -18.0% and p53 reactivator 3.8%.
Screening CC(C)COc1ccc(C(=O)N/N=C/c2ccoc2)cc1 returned ELG1 repair inh inconclusive, BRCA1 expr up 38.3%, TRPV1 ag inconclusive, A-T KAP1 phos -4.9%, TSG101-PTAP inh -1.4%, TCR activator -4.0%, CXXC DNA block -2.1%, B2AR arrestin 0.5%, Integrin act MD -11.0% and p53 reactivator 1.9%.
For CCOC(=O)c1oc2ccccc2c1COC(=O)CNC(=O)c1cccc(C)c1 the results were ELG1 repair inh inconclusive, BRCA1 expr up 11.6%, TRPV1 ag 0.3, A-T KAP1 phos 7.2%, TSG101-PTAP inh -4.0%, TCR activator 0.2%, CXXC DNA block -3.2%, B2AR arrestin -0.9%, Integrin act MD 7.6% and p53 reactivator -3.4%.
Cc1nc2sccn2c1P(c1c(C)nc2sccn12)c1c(C)nc2sccn12 was read as ELG1 repair inh 2.2%, BRCA1 expr up -7.6%, TRPV1 ag -0.3, A-T KAP1 phos 3.8%, TSG101-PTAP inh -4.7%, TCR activator 0.3%, CXXC DNA block 2.2%, B2AR arrestin 0.4%, Integrin act MD -24.8% and p53 reactivator -10.0%.
For COc1cccc(/C=N/NC(=O)CC2C(=O)NN=C2C)c1OC (stereo not given) the results were ELG1 repair inh 5.6%, BRCA1 expr up 7.0%, TRPV1 ag 0.3, A-T KAP1 phos 3.0%, TSG101-PTAP inh -5.2%, TCR activator 9.6%, CXXC DNA block -9.1%, B2AR arrestin -0.8%, Integrin act MD 16.3% and p53 reactivator -8.0%.
For CC(=O)Nc1ccc(S(=O)(=O)Nc2cccc(S(=O)(=O)N(C)c3ccccc3)c2)cc1 the results were ELG1 repair inh -15.1%, BRCA1 expr up -31.9%, TRPV1 ag -0.7, A-T KAP1 phos -6.4%, TSG101-PTAP inh -2.8%, TCR activator 6.4%, B2AR arrestin -0.2%, Integrin act MD -4.6% and p53 reactivator -3.6%.
CCCS(=O)(=O)N1CCC(C(=O)NCc2ccc(F)cc2)CC1 was read as ELG1 repair inh 11.1%, BRCA1 expr up -1.5%, TRPV1 ag 3.5, A-T KAP1 phos -5.5%, TSG101-PTAP inh 0.0%, TCR activator -2.4%, CXXC DNA block 0.5%, B2AR arrestin 4.7%, Integrin act MD 21.3% and p53 reactivator -0.3%.
COc1ccc(-n2nc(C(=O)NCc3cc(OC)ccc3OC)c3c4ccccc4n(C)c3c2=O)cc1 was read as ELG1 repair inh -6.9%, BRCA1 expr up -20.3%, TRPV1 ag -0.7, A-T KAP1 phos -2.5%, TSG101-PTAP inh -0.9%, TCR activator -1.6%, CXXC DNA block -0.1%, B2AR arrestin -1.1%, Integrin act MD 7.8% and p53 reactivator 2.3%.
Screening COc1ccc(/C=c2/sc3n(c2=O)NC2(c4ccccc4)N(C)C(=O)N(C)C2(c2ccccc2)N=3)cc1 (stereo not given) returned ELG1 repair inh inconclusive, BRCA1 expr up -13.3%, TRPV1 ag -5.8, TSG101-PTAP inh -5.1%, TCR activator 0.3%, CXXC DNA block 13.7%, B2AR arrestin 0.0%, Integrin act MD 12.6% and p53 reactivator 1.3%.
For CCN(CC(=O)Nc1ccc(Br)cc1)CC(=O)Nc1cc(C)on1 the results were ELG1 repair inh 5.2%, BRCA1 expr up -27.0%, TRPV1 ag 6.1, A-T KAP1 phos -2.4%, TSG101-PTAP inh -1.7%, TCR activator -1.0%, B2AR arrestin -0.1%, Integrin act MD -44.0% and p53 reactivator 0.6%.
Screening CCOc1ccccc1NC(=O)CC1Nc2cc(C)c(C)cc2NC1=O (stereo not given) returned ELG1 repair inh inconclusive, BRCA1 expr up -72.2%, TRPV1 ag 3.0, A-T KAP1 phos -2.5%, TSG101-PTAP inh -8.2%, TCR activator -6.3%, CXXC DNA block 8.5%, B2AR arrestin 0.3%, Integrin act MD 3.3% and p53 reactivator -3.1%.
For O=C1NC(=O)/C(=C/c2cccc3ccccc23)S1 the results were ELG1 repair inh -0.4%, BRCA1 expr up inconclusive, TRPV1 ag -1.1, A-T KAP1 phos 0.6%, TSG101-PTAP inh -10.0%, TCR activator -0.6%, CXXC DNA block -9.4%, B2AR arrestin 0.5%, Integrin act MD 18.7% and p53 reactivator inconclusive.
COCCN(C(=O)CCl)C(C(=O)NC1CCCCC1)c1ccccc1C (stereo not given) was read as ELG1 repair inh 20.6µM*, BRCA1 expr up -88.7%, TRPV1 ag 1.6, A-T KAP1 phos 4.1%, TSG101-PTAP inh -3.1%, TCR activator -0.2%, CXXC DNA block -15.0%, B2AR arrestin -0.6%, Integrin act MD -48.4%[inhibitor] and p53 reactivator -23.7%.
Cc1nc(Nc2nc(CSc3ccc(Cl)cc3)cc(=O)[nH]2)nc2ccccc12 was read as ELG1 repair inh -11.8%, BRCA1 expr up -29.2%, TRPV1 ag 0.9, A-T KAP1 phos -4.1%, TSG101-PTAP inh -1.0%, TCR activator -0.4%[46.1 µM], CXXC DNA block -1.3%, B2AR arrestin -0.4%, Integrin act MD -16.0% and p53 reactivator -8.9%.
`CN(C)c1ccc(C(=O)NC2CCCc3ccccc32)cc1` (stereo not given) gave ELG1 repair inh inconclusive, BRCA1 expr up 96.7%, TRPV1 ag 10.3, A-T KAP1 phos 3.0%, TSG101-PTAP inh -5.7%, TCR activator -3.3%, CXXC DNA block -9.2%, B2AR arrestin 0.2%, Integrin act MD -1.2% and p53 reactivator 15.8%.
CC(C)CNC(=S)NC1CC2CCCC(C1)N2Cc1ccco1 (stereo not given) was read as ELG1 repair inh 14.9%, BRCA1 expr up -4.2%, TRPV1 ag 2.0, A-T KAP1 phos 0.8%, TSG101-PTAP inh 0.3%, TCR activator -13.6%, CXXC DNA block 0.3%, B2AR arrestin 0.2%, Integrin act MD 0.0% and p53 reactivator -3.1%.
Screening COc1ccccc1N(Cc1cc2ccc(C)cc2[nH]c1=O)C(C)=O returned ELG1 repair inh -11.0%, BRCA1 expr up -21.2%, TRPV1 ag -0.5, A-T KAP1 phos 14.1%, TSG101-PTAP inh -7.0%, TCR activator 0.5%, CXXC DNA block -7.2%, B2AR arrestin -0.2%, Integrin act MD 8.4% and p53 reactivator 0.5%.

Assay outcomes: PubChem BioAssay, National Center for Advancing Translational Sciences (NCATS)

This is a random part of the collection, and some 3.8% of all compounds hit somewhere here.
